FadD28 FP inh: M. tuberculosis FadD28 bisubstrate binding inhibition; FadD28 bisubstrate probe binding, fluorescence polarization; inhibition, % at 12.5 µM; 0.22% of 360,000 active; in the data active = inhibition above about 8.5%, passing the limit was not always enough; inconclusive = no clear call, values can overlap the other calls
CCHF vOTU inh: blocks the CCHF virus ovarian tumor domain protease; CCHFV vOTU protease, Pep-AMC fluorescence; inhibition, % at 11.5 µM; 0.55% of 370,000 active; note: 0% = vehicle wells with enzyme and 100% = no enzyme wells
MazF activator: MazEF (E. coli) toxin RNase activation | P0AE70 | FAM/BHQ RNA-DNA oligo cleavage fluorescence, 5 h | activation, % at 20 µM | 0.32% of 350,000 active; in the data active = activation above about 50%
Target sequence (P0AE70 whole entry, looked up): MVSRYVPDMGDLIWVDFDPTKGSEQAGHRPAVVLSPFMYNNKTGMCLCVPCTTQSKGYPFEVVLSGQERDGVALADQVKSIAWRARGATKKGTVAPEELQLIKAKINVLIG
BoNT F protease: inhibitors of Botulinum neurotoxin F light chain protease; Multiplex microsphere protease cleavage assay, flow cytometry; inhibition, % at 10 µM; 0.22% of 360,000 active; in the data active = inhibition above about 35%, passing the limit was not always enough; inconclusive = no clear call, values can overlap the other calls; note: plate controls were buffer without enzyme for full effect and enzyme alone for no effect
FBA Mtb inh: Mtb fructose-bisphosphate aldolase inhibition | 2.3% of 360,000 active | purified M. tuberculosis FBA, fluorescence read-out | inhibition, % at 1 µM | P9WQA3; in the data active = inhibition above about 27%;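 note: 0% = vehicle and 100% = reference inhibitor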
GDH-TPI inh: inhibits GDH-TPI coupling enzymes, artifact for Mtb FBA screen. AID 588335. 1.2% of 360,000 active. inhibition, % at 4.8 µM. GDH-TPI coupled enzyme counterscreen, NADH absorbance;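 note: 0% = DMSO wells and 100% = wells lacking the enzyme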
Rv3671c inh: inhibitors of M. tuberculosis serine protease Rv3671c; P9WHR9; inhibition, % at 5.96 µM; 0.048% of 320,000 active; AID 2606; in the data active = inhibition above about 38%;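 note: extracellular domain of Rv3671c used as enzyme; 0% = enzyme with DMSO and 100% = no enzyme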
Target sequence (P9WHR9 whole entry, looked up, the tested form may be a part): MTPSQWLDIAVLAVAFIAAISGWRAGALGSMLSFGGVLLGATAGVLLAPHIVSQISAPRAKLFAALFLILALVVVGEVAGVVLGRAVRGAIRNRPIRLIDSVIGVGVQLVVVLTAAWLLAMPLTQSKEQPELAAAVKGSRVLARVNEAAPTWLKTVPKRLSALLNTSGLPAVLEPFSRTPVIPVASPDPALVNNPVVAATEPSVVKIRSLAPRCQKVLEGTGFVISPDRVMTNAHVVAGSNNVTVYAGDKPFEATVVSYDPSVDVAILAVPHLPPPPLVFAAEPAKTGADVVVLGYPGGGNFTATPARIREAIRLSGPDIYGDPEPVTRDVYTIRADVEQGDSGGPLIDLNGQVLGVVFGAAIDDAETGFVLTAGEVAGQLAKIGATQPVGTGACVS
BioA inh: inhibitors of Mycobacterium tuberculosis BioA enzyme; 0.096% of 360,000 active; inhibition, % at 9.99 µM; purified M. tuberculosis BioA enzyme, plate reader; in the data active = inhibition above about 40%; inconclusive = no clear call, values can overlap the other calls
DUSP3 inh: DUSP3 (human) phosphatase inhibition | 0.52% of 290,000 active | inhibition, % at 13.3 µM | P51452 | recombinant VHR phosphatase, pNPP absorbance; in the data active = inhibition above about 50%; note: some compounds called inactive have numbers as strong as hits
Target sequence (P51452 whole entry, looked up): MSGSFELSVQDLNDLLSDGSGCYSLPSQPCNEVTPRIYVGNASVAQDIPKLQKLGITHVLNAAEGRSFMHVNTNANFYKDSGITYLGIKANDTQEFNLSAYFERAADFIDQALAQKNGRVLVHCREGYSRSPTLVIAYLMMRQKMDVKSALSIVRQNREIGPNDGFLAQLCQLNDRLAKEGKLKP
Mtb UGM inh: blocks M. tuberculosis UGM enzyme. purified UGM, fluorescence polarization probe displacement. inhibition, % at 10 µM. P9WIQ1. 0.06% of 320,000 active; in the data active = inhibition above about 10%, passing the limit was not always enough; inconclusive = no clear call, values can overlap the other calls
Target sequence (P9WIQ1 whole entry, looked up): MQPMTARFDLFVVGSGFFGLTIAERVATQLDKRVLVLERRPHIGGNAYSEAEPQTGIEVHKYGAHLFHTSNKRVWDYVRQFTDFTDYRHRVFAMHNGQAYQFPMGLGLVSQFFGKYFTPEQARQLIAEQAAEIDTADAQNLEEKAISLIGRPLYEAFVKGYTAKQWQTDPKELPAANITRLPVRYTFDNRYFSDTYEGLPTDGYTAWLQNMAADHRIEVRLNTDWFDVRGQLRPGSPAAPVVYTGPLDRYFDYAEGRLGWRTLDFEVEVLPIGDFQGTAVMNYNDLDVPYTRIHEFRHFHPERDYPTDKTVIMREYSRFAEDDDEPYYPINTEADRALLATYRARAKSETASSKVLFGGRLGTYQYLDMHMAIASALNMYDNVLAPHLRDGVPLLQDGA
* hit, by the source's call; ? = inconclusive; . = not tested or not shown; & = joins results of further samples. Cut-off read from the data, not from the text of the source, unless noted: active = inhibition above about 30%; inactive = the rest.

1: COC(=O)C1=CN(Cc2ccc(OC)cc2)C=C(C(=O)OC)C1c1cc(OC)c(OC)c(OC)c1
2: CC(=O)N(C(C)=O)c1cccc2c(N(C(C)=O)C(C)=O)cccc12
3: O=C(NCc1ccco1)C1CCN(C(=O)c2ccc(Cl)cc2)CC1
4: CCCS(=O)(=O)NC(=O)C1(C)CCN1C(=O)Cc1ccc(-c2ccccc2)cc1 (stereo not drawn)
5: Clc1cccc(Cl)c1NC1=NCCC1
6: CNc1nn(-c2cccc(Cl)c2)nc1N
7: COc1ccc(CCC(=O)Nc2ccc(S(=O)(=O)N3CCOCC3)cc2)cc1
8: Cc1ccc(C(=O)Nc2cc(C(F)(F)F)ccc2N2CCCCC2)cc1[N+](=O)[O-]

compound no.	1	2	3	4	5	6	7	8
FadD28 FP inh	0.6	-0.6	.	-5.0	-2.3	-0.4	-0.3	1.2
CCHF vOTU inh	.	-4	5	-3	7	19	13	6
MazF activator	6	9	2	.	-3	12	7	1
BoNT F protease	41*	-2	6	2	-4	7	-10	-4
FBA Mtb inh	48*	3	-3	-1	3	0	0	3
GDH-TPI inh	1	4	-3	-4	6	27	8	3
Rv3671c inh	-3	-7	1	.	-14	-16	-13	-1
BioA inh	2.4	-0.2	1.0	-0.6	1.5	0.0	1.0	-2.5
DUSP3 inh	2	-8	.	.	33	-10	22	-9
Mtb UGM inh	-0.1	-1.4	1.7	.	-1.6	-0.9	3.9	-1.9

9: O=C(Nc1nnc(C2=COCCO2)o1)c1ccc([N+](=O)[O-])s1
10: O=C(NC(N1CCCC1)C(Cl)(Cl)Cl)c1ccccc1 (stereo not drawn)
11: Clc1ccc(C2=NCCN2)cc1
12: COc1cc(CO)c(OC)c([N+](=O)[O-])c1
13: CCOC(=O)Cn1c(=O)oc2cc(S(=O)(=O)N3CCC(N4CCCCC4)CC3)ccc21
14: O=C1c2ccccc2C(=O)N1CNc1ccccc1
15: COc1ccc(-c2sc(C(=O)c3ccc(Cl)cc3Cl)cc2CC(=O)O)cc1
16: Cc1cccc(NC(=O)c2cnc3sccn3c2=O)n1

compound no.	9	10	11	12	13	14	15	16
FadD28 FP inh	-2.6	-3.4	-2.9	0.8	0.1	-3.0	.	-1.9
CCHF vOTU inh	15	1	-20	-1	-5	-8	-3	10
MazF activator	3	3	4	10	9	11	-12	5
BoNT F protease	-2	1	-2	2	-8	10	?	-3
FBA Mtb inh	-6	-1	0	-2	-1	2	45*	9
GDH-TPI inh	5	0	-4	11	-8	3	16	33*
Rv3671c inh	-2	-6	13	7	-8	-5	-13	-2
BioA inh	0.4	-5.1	.	3.9	-0.3	0.4	1.6	-1.3
DUSP3 inh	14	23	1	9	-10	-2	-7	.
Mtb UGM inh	-0.7	0.7	-0.6	-1.3	2.2	-1.5	4.9	3.3

In another format: entries from further up
(7) COc1ccc(CCC(=O)Nc2ccc(S(=O)(=O)N3CCOCC3)cc2)cc1
  FadD28 FP inh: -0.3
  CCHF vOTU inh: 13
  MazF activator: 7
  BoNT F protease: -10
  FBA Mtb inh: 0
  GDH-TPI inh: 8
  Rv3671c inh: -13
  BioA inh: 1.0
  DUSP3 inh: 22
  Mtb UGM inh: 3.9

(8) Cc1ccc(C(=O)Nc2cc(C(F)(F)F)ccc2N2CCCCC2)cc1[N+](=O)[O-]
  FadD28 FP inh: 1.2
  CCHF vOTU inh: 6
  MazF activator: 1
  BoNT F protease: -4
  FBA Mtb inh: 3
  GDH-TPI inh: 3
  Rv3671c inh: -1
  BioA inh: -2.5
  DUSP3 inh: -9
  Mtb UGM inh: -1.9

(9) O=C(Nc1nnc(C2=COCCO2)o1)c1ccc([N+](=O)[O-])s1
  FadD28 FP inh: -2.6
  CCHF vOTU inh: 15
  MazF activator: 3
  BoNT F protease: -2
  FBA Mtb inh: -6
  GDH-TPI inh: 5
  Rv3671c inh: -2
  BioA inh: 0.4
  DUSP3 inh: 14
  Mtb UGM inh: -0.7

Other entries follow.
17: Cc1nn(CC(=O)OCC(=O)NCCc2ccc(F)cc2)c(C)c1[N+](=O)[O-]
18: CC(C(=O)O)c1ccc(CC2CCCC2=O)cc1 (stereo not drawn)
19: Cc1ccc(NC2=NCC(=O)N2Cc2ccc3c(c2)OCO3)c(C)c1
20: OCC1(CCc2ccccc2)CCN(C/C=C/c2ccccc2)CC1
21: CCN(CC)CCN(C(=O)CCOc1ccccc1)c1nc2c(F)cc(F)cc2s1
22: CCN(CC)C(=O)c1[nH]cnc1C(=O)NCc1ccccc1
23: CC(C)c1ccc(O)c(C(=O)c2cnn(-c3ccccc3)c2)c1
24: COc1cccc(-c2nc3cc(C)ccc3o2)c1

compound no.	17	18	19	20	21	22	23	24
FadD28 FP inh	-0.3	-1.1	-2.9	-4.3	-0.7	0.0	0.0	-3.9
CCHF vOTU inh	-7	-3	5	7	8	-6	10	-1
MazF activator	-1	6	3	-17	5	1	1	-3
BoNT F protease	3	-5	-27	-11	-4	0	?	-10
FBA Mtb inh	1	1	-1	-3	0	-2	-1	6
GDH-TPI inh	1	5	-7	-11	3	8	17	9
Rv3671c inh	3	3	6	-5	-4	-4	0	-4
BioA inh	-0.8	-1.1	0.3	3.8	-2.9	-0.5	1.4	-0.3
DUSP3 inh	.	.	8	56*	-3	.	.	-8
Mtb UGM inh	3.2	-0.8	1.9	5.1	1.3	-1.7	-2.1	2.3

Compound profiles, as listed above. Order of screens: FadD28 FP inh, CCHF vOTU inh, MazF activator, BoNT F protease, FBA Mtb inh, GDH-TPI inh, Rv3671c inh, BioA inh, DUSP3 inh, Mtb UGM inh
`OCC1(CCc2ccccc2)CCN(C/C=C/c2ccccc2)CC1` is entered as -4.3, 7, -17, -11, -3, -11, -5, 3.8, 56*, 5.1
`COc1ccc(CCC(=O)Nc2ccc(S(=O)(=O)N3CCOCC3)cc2)cc1` is entered as -0.3, 13, 7, -10, 0, 8, -13, 1.0, 22, 3.9
`CC(=O)N(C(C)=O)c1cccc2c(N(C(C)=O)C(C)=O)cccc12` is entered as -0.6, -4, 9, -2, 3, 4, -7, -0.2, -8, -1.4
`CCCS(=O)(=O)NC(=O)C1(C)CCN1C(=O)Cc1ccc(-c2ccccc2)cc1` (stereo not drawn) is entered as -5.0, -3, ., 2, -1, -4, ., -0.6, ., .

The listing picks up with the two entries that preceded the break.
23: CC(C)c1ccc(O)c(C(=O)c2cnn(-c3ccccc3)c2)c1
24: COc1cccc(-c2nc3cc(C)ccc3o2)c1
25: Cc1ccc(F)c(CNC(=O)C2CCC(=O)N(CCCN3CCCC3=O)C2)c1F (stereo not drawn)
26: CCOc1ccnc2c1c(=O)n(Cc1cc(OC)cc(OC)c1)c(=O)n2C
27: Cc1ccccc1-n1c(-c2ccoc2)nc2ccccc2c1=O
28: CC(=O)Nc1ccc(S(=O)(=O)NCCCc2ccccc2)cc1
29: c1ccc(Cn2nnc3c(Nc4ccc5c(c4)OCO5)nc(C4CC4)nc32)cc1
30: Cc1cc(C)nc(SCc2nnc(SCc3ccc([N+](=O)[O-])cc3)n2Cc2ccco2)n1
31: Cc1cc(C)cc(-n2c(SCC(=O)NCc3ccc4c(c3)OCO4)nc3ccccc3c2=O)c1
32: CCn1c(SCc2ccc(C)cc2)nnc1-c1cnccn1

compound no.	23	24	25	26	27	28	29	30	31	32
FadD28 FP inh	0.0	-3.9	-3.4	-0.6	-9.7	-0.5	-3.1	-9.5	-0.4	-1.2
CCHF vOTU inh	10	-1	-12	7	1	-7	16	12	-9	1
MazF activator	1	-3	0	8	7	-3	-5	-3	-4	10
BoNT F protease	?	-10	-3	3	-6	-15	-14	3	0	.
FBA Mtb inh	-1	6	3	-1	-4	3	4	1	-1	-2
GDH-TPI inh	17	9	11	1	-2	6	18	0	13	2
Rv3671c inh	0	-4	6	-4	-5	-7	6	1	-1	-5
BioA inh	1.4	-0.3	-0.7	-1.7	.	3.6	.	.	.	2.2
DUSP3 inh	.	-8	20	12	-11	18	-5	8	-3	15
Mtb UGM inh	-2.1	2.3	0.9	-0.5	-1.6	0.8	2.2	-2.3	0.4	4.7

33: CC(C)(C)c1nnc(NC(=S)Nc2ccccc2)s1
34: O=C(O)c1cnn(-c2ccccc2)c1-c1ccccc1
35: Cc1noc(C)c1CSc1nnc(-c2cc(Cl)ccc2Cl)n1N
36: COc1ccc(CNC(=O)CN2C(=O)CC(c3ccccc3)=Nc3ccccc32)cc1
37: O=C(NCc1ccco1)c1ccc(CNc2c(N3CCCCC3)c(=O)c2=O)cc1
38: CCCc1cc(C(=O)Cc2nc3ccccc3s2)c(O)cc1O
39: CC(C)NC(=O)Nc1cccc2c1O[C@H](CN(C)C(=O)NC(C)C)[C@@H](C)CN([C@H](C)CO)C2=O
40: Cc1ccccc1N1CCN(C(=O)CN2C(=O)c3ccccc3C2=O)CC1

compound no.	33	34	35	36	37	38	39	40
FadD28 FP inh	-4.2	-1.2	-4.8	-2.2	-4.8	4.3	0.3	-0.3
CCHF vOTU inh	13	20	14	-4	17	-23	-7	3
MazF activator	0	-9	-6	-2	4	4	4	-2
BoNT F protease	-3	-26	0	-3	-5	4	-12	3
FBA Mtb inh	-2	-3	1	-1	-4	19	-1	2
GDH-TPI inh	-4	-2	9	8	-4	38*	-4	9
Rv3671c inh	2	2	-10	3	-6	-6	1	-3
BioA inh	.	-1.6	0.9	.	1.3	.	-3.2&-1.3	0.7
DUSP3 inh	12	9	18	21	-11	19	.	-1
Mtb UGM inh	3.0	4.5	-1.9	-0.2	3.6	5.9	0.7	0.9

41: CN1CCN(c2nc(NCc3ccco3)nc(N)c2[N+](=O)[O-])CC1
42: N=c1ccn(Cc2cccc(Cl)c2)cc1
43: CCOc1ccc(N(CC(=O)NC(C)CC)S(C)(=O)=O)cc1 (stereo not drawn)
44: COc1cccc(CNC(=O)CN(C)S(=O)(=O)c2cnc[nH]2)c1
45: CCc1ccnc(NS(=O)(=O)c2ccc3c(c2)CCO3)c1
46: O=C(O)c1ccccc1-c1ccccc1C(=O)Nc1ccccc1-c1ccccc1
47: O=C(CSc1nnc(-c2cccnc2)n1Cc1ccco1)N1c2ccccc2Sc2ccccc21
48: O=C(Nc1ncc2c(n1)CC(c1ccco1)CC2=O)c1ccco1 (stereo not drawn)

compound no.	41	42	43	44	45	46	47	48
FadD28 FP inh	-1.3	-0.3	-0.7	?	0.4	0.0	-2.6	-2.2
CCHF vOTU inh	9	-5	-4	-18	2	-10	17	15
MazF activator	10	8	8	-12	7	3	1	9
BoNT F protease	?	-4	-15	-1	-13	?	2	22
FBA Mtb inh	-5	1	0	5	2	1	-1	3
GDH-TPI inh	15	5	2	9	-6	1	2	7
Rv3671c inh	-1	-1	-4	0	6	-1	6	-2
BioA inh	.	-1.2	-3.4	0.5	-0.8	0.0	2.0	54*
DUSP3 inh	31	4	11	17	10	9	18	42
Mtb UGM inh	3.1	-1.8	-2.3	-1.5	1.9	0.6	-0.5	-2.4

49: CC1C(C)N1CC(O)Cn1ccnc1[N+](=O)[O-] (stereo not drawn)
50: COc1ccc(CN(C(=O)c2cc3ccccc3oc2=O)C2CCCC2)cc1
51: C[C@H](CO)N1C[C@H](C)[C@@H](CN(C)C(=O)Nc2ccc(C(F)(F)F)cc2)Oc2ccc(NC(=O)Cn3cnnn3)cc2C1=O
52: COc1ccc2c(=O)c3c(=O)n(-c4ccccc4)c(-c4ccco4)nc3oc2c1
53: COC(=O)CSc1nnc(COc2cccc3ccccc23)o1
54: C[C@H](CO)N1C[C@H](C)[C@H](CN(C)Cc2ccncc2)Oc2cc(-c3ccccc3F)ccc2S1(=O)=O
55: CS(=O)(=O)Nc1ccc(C(=O)Nc2ccc(S(=O)(=O)N3CCCCC3)cc2)cc1
56: O=C(NC1=NCCS1)c1cc(-c2ccc(F)cc2)nc2ccccc12

compound no.	49	50	51	52	53	54	55	56
FadD28 FP inh	-1.1	-0.1	-0.6	-0.3	-0.8	-2.6	-5.8	-4.0
CCHF vOTU inh	-7	3	0	0	12	2	-2	4
MazF activator	7	2	4	24	-24	-1	4	-1
BoNT F protease	?	-6	1	0	6	-3	-12	-10
FBA Mtb inh	-1	3	1	-1	1	-2	-3	-4
GDH-TPI inh	5	14	9	7	-9	2	4	15
Rv3671c inh	-2	4	2	-9	-10	.	.	-17
BioA inh	-1.2	-0.7	0.8&0.9	.	-1.8	-0.7&1.8&-0.7	-0.4	.
DUSP3 inh	3	9	.	-3	26	.	11	43
Mtb UGM inh	-0.5	-1.6	-0.6	2.4	1.4	.	-2.8	1.1

Source: PubChem (several laboratories)
